Screening results (PubChem)
MmCpn inh: M. maripaludis TRiC chaperonin inhibition; 330,000 tested, 0.031% active; purified Mm-Cpn ATPase, ADP Transcreener TR-FRET; Potency, µM (doses to about 76.9 µM), for the others: at the highest dose activity, negative = inhibition, usual class: inhibitors; further: potency means the concentration at half of the fitted maximal effect; on the % scale 0 is the no-effect control and ±100 the full control effect; nearly all actives have a fitted effect of over 80% in size
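Compound-treated chaperonin, 25 nM final, turns over 10 uM ATP at 37°C for 30 min following a 10 min preincubation; ADP generated competes with ADP-d2 for Eu-cryptate antibody, lowering FRET.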
pAkt inh: Akt phosphorylation inhibition; Neuro2A IGF-stimulated pAkt S473 HTRF, 20 min; stronger effect = lower value; activity change, % for hits at 50 µM; 360,000 tested, 0.32% active; AID 651550; in the data active means activity change below about -80%; inconclusive means mostly about -51% to -80%; further: on the % scale 0 is the no-effect control and ±100 the full control effect
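Neuro2A cells in DMEM with 0.5% FBS, overnight at 37 deg C, given compound at single 50 µM final, then IGF (6 nM final) for 20 min at 37 deg C. Lysed; phospho-Akt Ser473 by HTRF after 24 h, 665/615 ratio.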
FUS suppressor: suppressors of FUS proteinopathy in yeast; S. cerevisiae FUS-expressing, growth rescue, OD600, 24 h; Potency, µM (series often up to 76.6 µM), for inactives: top-dose growth rescue (activation), hits mostly activators; 390,000 tested, 0.24% active; AID 1347120;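 further: potency means the concentration at half of the fitted maximal effect; plate controls were DMSO vehicle for no effect and reference control for full effect; nearly all actives have a fitted effect of over 55% in size; some results filed as inactive show a strong effect at the top dose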
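Compound concentration series was pinned onto galactose-induced FUS-expressing yeast seeded at OD 0.005. Plates sat 24hr at 30C; absorbance at 600 nm gave growth. DMSO served as background control.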
Abeta rescue: restores growth of yeast expressing A-beta42 peptide; yeast expressing A-beta42, growth rescue, OD600, 48 h; response scale: 0% DMSO, 100% iron-clioquinol control; Potency, µM (doses to about 46.1 µM), for inactives: at the top dose growth rescue, hits mostly activators; 410,000 tested, 0.063% active; further: potency means the concentration at half of the fitted maximal effect; nearly all actives have a fitted effect of over 55% in size
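Yeast A-beta toxicity model in growth medium with pinned compounds, 48 h at 30 C; growth read as absorbance at 600 nm. Normalized to FeCl3/clioquinol equimolar mix (positive) and DMSO (negative).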
TDP43 rescue: TDP-43 toxicity inhibition in yeast; TDP-43 expressing yeast growth rescue, BacTiter-Glo, 24 h; Potency, µM (doses to about 46.1 µM), for the others: top-dose growth rescue (activation), actives largely listed as activators; 410,000 tested, 1.8% active; AID 652104; further: potency means the concentration at half of the fitted maximal effect; % of control where 0% means no effect; nearly all actives have a fitted effect of over 50% in size
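Yeast cells expressing TDP-43 under galactose induction are exposed to compounds for 24 hr at 30 deg C. BacTiter-Glo luminescence measures growth, so protective compounds score as activators.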
HEK293 tox: cytotoxicity counter-screen for GLP-1 receptor inverse agonists | HEK293 cAMP-luciferase reporter cells, luminescence, 24 h | Potency, µM (titrated, usually from 38.3 µM), inactives show top-dose activity change, negative = inhibition, most hits filed as inhibitors | 410,000 tested, 0.13% active | AID 624418;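 further: loss of luciferase light is scored as toxicity; potency means the concentration at half of the fitted maximal effect; on the % scale 0 is the no-effect control and ±100 the full control effect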
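Step one: seed cells (200 cells/uL, DMEM with 10% Nu serum, 1% pen-strep). Step two: 12-hour incubation at 37 deg C. Step three: pin 23 nL compound, incubate 24 hr. Step four: add luciferase reagent, read luminescence 12 min later.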
aSyn yeast inh: inhibitors of alpha-synuclein toxicity in yeast; Yeast expressing alpha-synuclein, growth rescue, BacTiter-Glo, 24 h; Potency, µM (series often up to 46.1 µM), inactives show at the highest dose growth rescue (activation), hits mostly activators; 370,000 tested, 0.14% active; AID 652106; further: potency means the concentration at half of the fitted maximal effect; % of control where 0% means no effect; nearly all actives have a fitted effect of over 65% in size
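Screening used galactose-induced yeast with toxic alpha-synuclein levels, exposed to compound for 24 hr at 30 deg C. Cell growth, read with BacTiter-Glo luminescence, gave the measured signal.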
GLP-1R inv ag: GLP-1 receptor (human) inverse agonism; HEK293 GLP-1R CRE-luciferase, luminescence, 24 h; GLP-1R form is constitutively active; Potency, µM (highest dose often 38.3 µM), for the others: at the top dose activity change, negative = inhibition, actives largely listed as inhibitors; 410,000 tested, 1.6% active; AID 624417; further: potency means the concentration at half of the fitted maximal effect; on the % scale 0 is the no-effect control and ±100 the full control effect; nearly all actives have a fitted effect of over 55% in size
Target sequence (P43220 whole entry, looked up): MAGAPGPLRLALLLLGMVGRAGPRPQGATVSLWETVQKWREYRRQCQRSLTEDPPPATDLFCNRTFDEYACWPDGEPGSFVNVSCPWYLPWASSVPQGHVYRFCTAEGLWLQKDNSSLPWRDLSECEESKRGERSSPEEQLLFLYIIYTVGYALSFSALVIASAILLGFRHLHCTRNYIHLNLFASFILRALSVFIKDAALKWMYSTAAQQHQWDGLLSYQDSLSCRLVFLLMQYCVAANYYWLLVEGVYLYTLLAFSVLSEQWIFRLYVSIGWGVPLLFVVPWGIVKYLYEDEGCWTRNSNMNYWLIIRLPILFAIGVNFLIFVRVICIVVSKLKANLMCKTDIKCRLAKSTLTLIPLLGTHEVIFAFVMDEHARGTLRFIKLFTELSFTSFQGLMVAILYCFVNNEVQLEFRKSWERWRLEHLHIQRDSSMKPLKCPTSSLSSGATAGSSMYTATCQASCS
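HEK293 cells stably co-expressing a cAMP-responsive luciferase reporter and constitutively active GLP-1R were seeded, incubated 12 h, then exposed to compounds for 24 h at 37 C. Luminescence was read 12 min after detection reagent; inverse agonists lower signal.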
PTHR1 agonist: activates the human parathyroid hormone receptor PTHR1. AID 743266. Q03431. HEK293 GP2 PTHR1 cells, GloSensor cAMP luminescence, 1 h. 410,000 tested, 0.075% active. Potency, µM (titrated, usually from 115 µM), without a hit: top-dose activation, hits mostly activators; further: potency means the concentration at half of the fitted maximal effect; nearly all actives have a fitted effect of over 55% in size; some results filed as inactive show a strong effect at the top dose; inactives centre near -15; many of its hits are not listed in these tables
Target sequence (Q03431 whole entry, looked up): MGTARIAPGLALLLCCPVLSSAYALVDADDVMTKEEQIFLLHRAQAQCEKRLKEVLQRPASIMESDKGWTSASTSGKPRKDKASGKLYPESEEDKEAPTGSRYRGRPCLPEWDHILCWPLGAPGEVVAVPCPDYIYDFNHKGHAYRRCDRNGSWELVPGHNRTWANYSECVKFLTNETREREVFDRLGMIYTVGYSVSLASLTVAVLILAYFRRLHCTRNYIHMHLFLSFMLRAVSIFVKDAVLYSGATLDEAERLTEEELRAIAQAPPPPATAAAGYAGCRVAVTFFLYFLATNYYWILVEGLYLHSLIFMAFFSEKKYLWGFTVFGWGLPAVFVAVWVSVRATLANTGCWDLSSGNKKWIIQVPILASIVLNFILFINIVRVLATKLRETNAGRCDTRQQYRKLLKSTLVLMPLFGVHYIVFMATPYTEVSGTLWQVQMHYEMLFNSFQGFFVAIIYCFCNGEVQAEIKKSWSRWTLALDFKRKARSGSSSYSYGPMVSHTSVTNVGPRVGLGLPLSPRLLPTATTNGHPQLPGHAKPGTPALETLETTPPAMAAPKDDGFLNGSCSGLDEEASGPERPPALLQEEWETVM
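HEK-293-derived GP2 cells expressing PTHR1 and a GloSensor cAMP reporter, 3,000/well, plated overnight, given luciferin plus IBMX (each 0.5 mM as added) for 1 h at 37 °C, then compound for 1 h at 37 °C. Luminescence was read after 15 min at room temperature.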
The depositor's hits bear a star; i = inactive; ? = inconclusive; · = not tested or not shown; & = joins results of further samples; [ ] = another dose, or the depositor's remark. Unless noted, the call rests on the fitted dose curve; in most records, active means well fitted curve in the direction sought with a large enough effect; inconclusive means small, poorly fitted or top-dose-only effect, or another doubt; inactive means no such curve, though single readings can be large; an effect the other way counts as inactive or inconclusive. These rows are one share of the data; rates above refer to the full screens.

Start of the data: the first two compounds as a preview:
SMILES | MmCpn inh | pAkt inh | FUS suppressor | Abeta rescue | TDP43 rescue | HEK293 tox | aSyn yeast inh | GLP-1R inv ag | PTHR1 agonist
OC12Oc3ccccc3C=C1N1CCC2CC1 (stereo unspecified) | 2.4% | i | -16.5% | -3.2% | -2.6% | 8.7% | 1.1% | -1.9% | i
Cc1oc(-c2ccccc2Cl)nc1CN1C(=O)CN=C(c2ccccc2)c2cc(Cl)ccc21 | · | · | -7.6% | 2.9% | 0.0%[9.22 µM] | -15.2% | · | -3.5% | i

Results, from the start:
SMILES | MmCpn inh | pAkt inh | FUS suppressor | Abeta rescue | TDP43 rescue | HEK293 tox | aSyn yeast inh | GLP-1R inv ag | PTHR1 agonist
OC12Oc3ccccc3C=C1N1CCC2CC1 (stereo unspecified) | 2.4% | i | -16.5% | -3.2% | -2.6% | 8.7% | 1.1% | -1.9% | i
Cc1oc(-c2ccccc2Cl)nc1CN1C(=O)CN=C(c2ccccc2)c2cc(Cl)ccc21 | · | · | -7.6% | 2.9% | 0.0%[9.22 µM] | -15.2% | · | -3.5% | i
CN(N)N=Nc1nc2c([nH]1)c(=O)n(C)c(=O)n2C | 0.1% | i | 9.8% | 13.3% | -20.3% | 18.3% | -6.5% | 13.8% | i
O=C(Cn1nc(-c2ccccc2)ccc1=O)N1CCC2(CC1)OCCO2 | -1.8% | i | -0.2% | 11.0% | -4.3% | 2.4% | 3.3% | 14.4% | i
COc1cccc(CN2CCNCC2)c1OC | 1.0% | i | -3.0% | 14.1% | 3.4% | 6.3% | -6.2% | -1.7% | i
C/C(=N\N1CCN(C)CC1)c1c(O)[nH]c(=O)[nH]c1=O | -0.9% | i | -22.8% | 8.3% | 8.9% | -4.7% | -5.8% | 40.2%[activator] | i
COc1ccc(NC(=O)N2CCC3(CC2)OCCO3)cc1OC | 3.4% | i | 2.9% | -9.6% | -3.7% | -3.5% | -0.8% | 6.6% | i
COc1ccc(C(=O)C23CN4CN(CN(C4)C2)C3)cc1 | -5.2% | i | 16.5% | -3.7% | -23.1% | -4.2%[7.66 µM] | -9.0% | -15.6%[7.66 µM] | i
O=c1[nH]c(=O)n(CCC2=CCCCC2)c(O)c1/C=N/N1CCOCC1 | 0.1% | i | 11.9% | -0.3% | 18.2% | 0.0% | 22.9% | -5.0% | -9.0%
CCC(C)Nc1ccc(NC(C)CC)cc1 (stereo unspecified) | -5.8% | i | 20.9% | -93.6%[inhibitor] | -92.2%[inhibitor] | ? | -77.4%&-84.1%[inhibitor] | ? | -50.1%[inhibitor]
CC1CCc2c(sc3ncn(N)c(=N)c23)C1 (stereo unspecified) | 4.9% | i | 7.7% | -12.0% | 18.9% | ? | -18.0% | ? | 7.2%
CCOC(=O)c1c(N)n(Cc2ccco2)c2nc3ccccc3nc12 | -3.2% | i | ? | -1.3% | 1.2% | 389.5%[activator] | -8.4% | 53.3%[activator] | i
CC12CN3CC(c4ccccc4)(CN(C1)C31CCCCC1)C2=O | -1.0% | i | -9.5% | ? | 28.9% | 14.4% | 4.7% | 7.6% | -22.7%[57.5 µM]
O=C1NCCN(Cc2cccc(Oc3ccccc3)c2)C1CC(=O)N1CCCCC1 (stereo unspecified) | -4.2% | i | · | 0.6% | 26.9% | -6.8% | 2.7% | 11.2% | -52.4%[inhibitor]
CCOc1ccc(C2CC(c3c(O)n(C)c(=O)n(C)c3=O)=NN2)cc1 (stereo unspecified) | 1.4% | i | ? | -0.3% | 0.0% | 12.6% | -0.4% | 14.4% | i
COc1ccccc1NC(=S)NC1CC2CCC1C2 (stereo unspecified) | 0.7% | i | -12.2% | -46.5%[inhibitor] | 14.1% | ? | -6.1% | ? | -4.5%
CC(C)N1CCN(Cc2cccc3c2OCO3)CC1CCO (stereo unspecified) | 0.0% | i | -29.0% | 5.1% | 12.7% | 1.6% | 1.1% | -8.3% | -2.5%
O=C(O)C12C3CCCC1C32c1ccccc1 (stereo unspecified) | 2.6% | i | 9.3% | 17.7% | ? | -16.5% | 3.0% | -2.1% | i
C=CCN1C(=O)C2(C(C(=O)OCC)=C(N)Oc3ccccc32)c2c1c1ccccc1oc2=O (stereo unspecified) | -3.5% | i | 34.3% | 18.4% | -4.4% | -4.6% | 8.4% | -7.5% | i
CCC(=O)c1cc(F)c(N2CCN(CC)CC2)cc1C | -0.5% | i | -10.6% | -2.9% | -10.7% | 54.0%[activator] | -6.4% | ? | -7.7%[57.5 µM]
O=c1c2ccccc2nc(CN2CCCCCC2)n1-c1ccc(F)cc1 | -1.4% | i | 22.1% | 14.4% | 4.4% | 1.5% | 0.2% | -2.5% | i
CC1CN=C(NCCc2ccccc2)S1 (stereo unspecified) | -1.5% | i | -7.9% | -4.0% | 0.0% | ? | -1.1% | ? | -21.6%
COC(=O)C1=C(c2ccc(-c3ccccc3)c(F)c2)C[C@@H]2CC[C@H]1N2C(=O)N1CCCC1 | 0.3% | i | ? | -14.6% | 25.1µM* | -9.8% | -23.2% | ? | -27.2%
C=CCn1c(O)c(/C(CC)=N/NC(=S)Nc2ccccc2)c(=O)[nH]c1=O | -0.3% | i | 10.3% | 4.2% | -3.2% | -5.8% | -2.0% | 33.1%[activator] | i
COC(=O)C1=C(c2ccc(C(C)=O)cc2)C[C@@H]2CC[C@H]1N2C(=O)N1CCOCC1 | -2.2% | i | -12.0% | -3.1% | 3.1% | -8.1% | -3.0% | 27.0% | i
CCOC(=O)Cn1cc(C(=O)c2ccccc2)c2ccccc21 | -0.5% | i | -2.5% | -5.4% | 22.3% | -19.5% | -6.4% | 0.3% | -14.9%
CCOC(=O)c1c(N)n(CCCOC(=O)c2ccco2)c2nc3ccccc3nc12 | -3.6% | i | -0.9% | -9.7% | 4.8% | 368.2%[activator] | -1.2% | ? | -9.8%
CC(=O)OC1N=C(c2ccccc2Cl)c2cc(Br)ccc2NC1=O (stereo unspecified) | 1.2% | i | 13.1% | -20.8% | -12.6% | -9.9% | 1.4% | -33.1% | -8.0%
C#C[C@]1(O)CC[C@H]2[C@@H]3[C@H](O)C[C@H]4C[C@@H](O)CC[C@]4(C)[C@H]3CC[C@@]21C | · | i | -20.2% | -7.4% | -10.9% | -2.0% | 0.5% | 13.8% | 6.8%
Cc1ccc(Nc2nnc(-c3ccc(C)c(S(=O)(=O)NCc4nc5ccccc5[nH]4)c3)c3ccccc23)cc1 | · | · | ? | -5.9% | 27.4% | 2.8% | · | ? | i
O=C(CCNS(=O)(=O)c1ccccc1)Nc1ccc(Cl)cc1C(=O)c1ccccc1 | 4.6% | i | 16.0% | 21.5% | 0.0% | 5.0% | 9.9% | ? | -3.3%
O=c1cccc2n1CC1CC2CN(Cc2ccc3c(c2)OCO3)C1 (stereo unspecified) | -1.2% | i | -0.5% | -23.2% | -0.5% | 0.3% | -8.9% | 2.1% | i
CC(OC(=O)COc1ccc(Nc2ccccc2)cc1)C(=O)N(C)c1ccccc1 (stereo unspecified) | 0.0% | i | 26.4% | ? | 17.9% | -21.1% | -0.8% | ? | -32.9%
O=C1NCN(c2ccccc2)C12CCN(C(c1cc3ccccc3o1)c1nnnn1C1CCCC1)CC2 (stereo unspecified) | · | i | ? | 19.0% | 26.4% | -21.5% | 10.6% | 12.6% | -15.8%
CCOc1ccc(NCc2cccn2-c2nnc(N3CCC(C(=O)NC(C)c4ccccc4)CC3)s2)cc1 (stereo unspecified) | · | · | 43.1% | 19.6% | 9.0% | -4.1% | · | ? | -39.7%[inhibitor]
C(=C\c1ccncc1)/c1ccncc1 | -2.7% | i | 2.8% | ? | -11.2% | 1.4% | -6.6% | 30.4%[activator] | ?
CC1CN(C(=O)c2ccc(S(=O)(=O)Nc3ccccc3F)cc2)CC(C)O1 (stereo unspecified) | -0.2% | i | -11.3% | -2.5% | 0.0% | 1.5% | -2.9% | 2.3% | -4.2%
CCCCn1c(O)c(/C(C)=N/NC(=O)Nc2ccccc2)c(=O)[nH]c1=O | -1.8% | i | -16.1% | -66.7%[inhibitor] | ? | -6.4% | -0.7% | 10.7% | i
Cc1sc2ncnc(N3CCC(C(=O)NCC(=O)Nc4ccc(F)c(F)c4)CC3)c2c1C | -1.4% | i | · | 0.9% | 11.4% | ? | 7.7% | ? | -47.1%
O=C(N/N=C/c1c(O)n(Cc2ccc(F)cc2)c(=O)[nH]c1=O)c1ccccc1 | 0.6% | i | 3.6% | -21.0% | 26.7% | 9.4% | 0.1% | 15.0% | i
OC(C#CCN1CCOCC1)(c1ccccc1)C1CCCC1 (stereo unspecified) | -0.7% | i | -1.7% | -1.2% | 0.0% | 18.1% | -3.8% | -18.3% | i
COc1cc([C@H]2OC[C@H]3[C@@H]2CO[C@@H]3c2cc(OC)c(O[C@@H]3O[C@H](CO)[C@@H](O)[C@H](O)[C@H]3O)c(OC)c2)cc(OC)c1O[C@H]1O[C@@H](CO)[C@H](O)[C@@H](O)[C@@H]1O | 2.1% | i | -10.0% | -3.4% | 0.0% | 4.7% | 2.3% | 11.1% | i
O=C1CC(N2CC=C(c3ccccc3)CC2)C(=O)N1c1ccc(F)cc1 (stereo unspecified) | -0.9% | i | 41.1% | -40.7%[inhibitor] | ? | -0.5% | 0.0% | 0.0% | -19.4%
